Assay outcomes deposited in PubChem BioAssay by National Center for Advancing Translational Sciences (NCATS).
Nrf2 inh: Nrf2 qHTS screen for inhibitors. A549 ARE-Fluc reporter, luciferase luminescence, 18-24 h. Potency, µM (highest dose often 46 µM), for inactives: at the highest dose activity change, negative = inhibition, hits mostly inhibitors. hit rate 2.1% among 360,000. AID 504444, 2011; note: potency is the fitted concentration of half-maximal effect; % is set by controls: 0 for no effect and ±100 for the full control effect; nearly all actives have a fitted effect of over 60% in size
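Cells were seeded and rested 2 h, then exposed to compounds for 18-24 h. CellTiter-Fluor was read first as a viability measure. BugLite was added 15 min before the final luminescent read of ARE-luciferase activity in A549 cells.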
pAkt inh: HTS Assay for Inhibitors of Akt Phophorylation: Primary Screen; hit rate 0.32% among 360,000; Neuro2A IGF-stimulated pAkt S473 HTRF, 20 min; hits give low values; activity change, % for hits at 50 µM; AID 651550, 2012; in the data active = activity change below about -80%; inconclusive = mostly about -51% to -80%; note: % is set by controls: 0 for no effect and ±100 for the full control effect
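Neuro2A cells (4,500/well, DMEM with 0.5% FBS) were treated with compound at a single 50 µM final concentration, stimulated with 6 nM IGF for 20 min at 37 °C, and lysed. Phospho-Akt Ser473 was read by HTRF as 665/615 ratio ×10^4.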
Abeta yeast res: qHTS for compounds that reverse cellular toxicity of Amyloid beta (A-beta) peptide in yeast: Primary Screen | yeast expressing A-beta42, growth rescue, OD600, 48 h; response scale: 0% DMSO, 100% iron-clioquinol control | Potency, µM (titrated, usually from 46.1 µM), inactives show at the highest dose growth rescue, most hits filed as activators | hit rate 0.063% among 410,000 | AID 1347071, 2019; note: potency is the fitted concentration of half-maximal effect; nearly all actives have a fitted effect of over 55% in size
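Growth rescue measured by 600 nm absorbance after 48 h yeast culture at 30 C with compound. Values normalized between DMSO and an equimolar ferric chloride plus clioquinol control.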
MmCpn inh: Inhibitors of TCP-1 ring complex (TRiC) of Methanococcus maripaludis (MmCpn): qHTS; Chaperonin Mm-Cpn (Methanococcus maripaludis); Potency, µM (highest dose often 76.9 µM), for the others: top-dose activity, negative = inhibition, hits mostly inhibitors; purified Mm-Cpn ATPase, ADP Transcreener TR-FRET; hit rate 0.031% among 330,000; note: potency is the fitted concentration of half-maximal effect; % is set by controls: 0 for no effect and ±100 for the full control effect; nearly all actives have a fitted effect of over 80% in size
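Reaction buffer contained 30 mM Tris pH 7.4, 100 mM KCl, 5 mM MgCl2 and 1 mM DTT. Mm-CPN (25 nM final) hydrolysed 10 uM ATP over 30 min at 37°C; ADP was read by HTRF.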
A549 viability: Nrf2 qHTS screen for inhibitors: counterscreen for cytotoxicity; A549 ARE-Fluc cells, CellTiter-Fluor viability, 18-24 h; Potency, µM (highest dose often 46 µM), inactives show at the top dose activity change, negative = cytotoxicity, hits mostly inhibitors; hit rate 0.16% among 390,000; note: potency is the fitted concentration of half-maximal effect; % is set by controls: 0 for no effect and ±100 for the full control effect
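A549 ARE-Fluc cells in 5% FBS OPTI-MEM, 5000 cells/well, rested 2 h then exposed to compounds in concentration-response for 18-24 h at 37 °C. Viability by CellTiter-Fluor fluorescence (Ex 405/Em 525) after 30 min; luciferase luminescence (BugLite, 15 min, RT) read afterwards.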
HepG2 tox: qHTS for Inhibitors of TGF-b: Cytotox Counterscreen; AID 588856, 2011; Potency, µM (highest dose often 46.1 µM), inactives show at the top dose activity change, negative = cytotoxicity, hits mostly cytotoxic; hit rate 0.76% among 410,000; HepG2 CAGA-GFP viability, ATP luminescence, 18 h; note: potency is the fitted concentration of half-maximal effect; some results filed as inactive show a strong effect at the top dose
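CellTiter-Glo luminescence gave cytotoxicity after 18 hours at 37 degrees C. The cells were HepG2 CAGA-GFP in 1% FBS DMEM, stimulated with 500 pg/mL TGF-beta after compound addition. %Activity was normalised to no-cell wells (complete cell-killing) and DMSO (no toxicity), and curves were fitted and classified.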
CCT modulator: High-Throughput Screening for Modulators of Cytosolic Chaperonin Activity | purified chaperonin ATPase assay, HTRF ADP detection, 30 min | activity change, % (no concentration beside the values), hits read low | hit rate 0.3% among 360,000; in the data active = activity change below about -30%; note: % is set by controls: 0 for no effect and ±100 for the full control effect
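Enzyme 40 or 20 nM (batch-dependent) in Tris pH 7.4/KCl/MgCl2/DTT; cpd 76 uM single point; ATP 10 uM; 30 min 37 °C; Transcreener ADP HTRF detection, 30 min RT; ratio 665/615.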
Nrf2 ARE act: qHTS of Nrf2 Activators; AREc32 ARE-luciferase reporter (MCF7-derived line), luminescence, 24 h; hit rate 0.31% among 410,000; Potency, µM (titrated, usually from 46.1 µM), for the others: top-dose activation, usual class: activators; note: potency is the fitted concentration of half-maximal effect; % of control where 0% means no effect; nearly all actives have a fitted effect of over 65% in size
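Luminescent ARE reporter assay in AREc32_Fluc cells: overnight plating at 37 deg C, 24 hr compound incubation, Steady-Glo added, 30 min RT before reading.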
TGFb SMAD3 inh: qHTS for Inhibitors of TGF-b. HepG2 CAGA-GFP TGF-b/SMAD3 reporter, GFP fluorescence, 18 h; TGF-beta stimulated, 500 pg/mL final. Potency, µM (doses to about 46.1 µM), without a hit: at the highest dose activity, negative = inhibition, hits mostly inhibitors. hit rate 1.2% among 410,000; note: potency is the fitted concentration of half-maximal effect; % is set by controls: 0 for no effect and ±100 for the full control effect; nearly all actives have a fitted effect of over 65% in size
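Read-out: total well GFP (ex488/em500-530) summed from mean per-cell fluorescence. Cells: HEPG2 CAGA-GFP, 1% FBS DMEM, 18 h at 37 degrees C with 500 pg/mL final TGF-beta. Unstimulated wells served as the full-inhibition control; stimulated DMSO wells = 0%.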
* hit, by the source's call; i = inactive; ? = inconclusive; · = no result given; & = joins results of further samples; [ ] = remark or other dose. Unless noted, calls come from the whole dose curve; as a rule, active = well fitted curve in the direction sought with a large enough effect; inconclusive = small, poorly fitted or top-dose-only effect, or another doubt; inactive = no such curve, though single readings can be large; an effect the other way counts as inactive or inconclusive.

The opening 3 compounds as a preview:
molecule,HepG2 tox,TGFb SMAD3 inh,Nrf2 inh,A549 viability,Nrf2 ARE act,pAkt inh,CCT modulator,Abeta yeast res,MmCpn inh
CN1CCC(=NNC(=O)C(=O)Nc2cccc(Br)c2)CC1,-4.4%,-1.1%,9.8%,1.7%,2.1%,i,-0.5,-3.5%,2.7%
COc1ccc(OC)c(NC(=O)C(CCSC)NS(=O)(=O)c2cccs2)c1 (centres undefined),-4.8%&-9.4%,2.2%&-3.5%,-21.1%&6.2%,4.3%&-5.1%,-0.1%&2.9%,i,1.0,-4.1%&-5.6%,-0.1%
Cc1cc(Nc2ccc(F)cc2C)n2ncnc2n1,0.1%,16.0%,-3.5%,2.8%,-0.3%,i,-1.9,6.8%,1.5%

All compounds of this part, from the first entry:
molecule,HepG2 tox,TGFb SMAD3 inh,Nrf2 inh,A549 viability,Nrf2 ARE act,pAkt inh,CCT modulator,Abeta yeast res,MmCpn inh
CN1CCC(=NNC(=O)C(=O)Nc2cccc(Br)c2)CC1,-4.4%,-1.1%,9.8%,1.7%,2.1%,i,-0.5,-3.5%,2.7%
COc1ccc(OC)c(NC(=O)C(CCSC)NS(=O)(=O)c2cccs2)c1 (centres undefined),-4.8%&-9.4%,2.2%&-3.5%,-21.1%&6.2%,4.3%&-5.1%,-0.1%&2.9%,i,1.0,-4.1%&-5.6%,-0.1%
Cc1cc(Nc2ccc(F)cc2C)n2ncnc2n1,0.1%,16.0%,-3.5%,2.8%,-0.3%,i,-1.9,6.8%,1.5%
CN(C)Cc1c(C(=O)Nc2ccccc2)[nH]c2ccccc12,-1.5%,22.7%,6.6%,-3.5%,14.7%,i,-4.4,6.5%,-0.7%
COc1ccc(NC(=O)CSc2nnc(C3CC3)n2C)cc1S(=O)(=O)N1CCCCC1,1.6%,-2.0%,?,-0.4%,-0.3%,i,-1.1,3.8%,-2.1%
O=c1cc(CO)oc(CN2CCCC2)c1O,6.0%,-0.6%,12.6%,-4.3%,-0.7%,i,-0.6,-21.7%,-0.4%
O=C(c1ccc2c(c1)N(Cc1ccc(F)cc1)C(=O)c1ccccc1S2=O)N1CCOCC1 (centres undefined),-18.4%,?,1.8%,-0.4%,-1.2%,·,·,-9.6%,·
CCN1CCn2c3c(c4cc(C)ccc42)CCCC31 (centres undefined),-16.4%,1.1%,15.5%,11.5%,3.3%,i,-4.7,1.1%,-0.1%
CCCCNC(=O)CSc1nnc(-c2ccc(S(=O)(=O)N3CCCC3)cc2)n1C,2.4%,4.5%,4.5%,-2.1%,-0.4%,i,-2.3,-11.1%,-0.1%
CN(c1ccccc1C(=O)NCc1ccco1)S(C)(=O)=O,-17.2%,-1.1%,4.9%,-6.2%,0.4%,i,-1.4,9.8%,0.5%
CCCCNC(=O)N1CCCC(C(=O)c2cc(C)c(OC)c(C)c2)C1 (centres undefined),-33.1%,-29.1%,-10.1%,0.9%,-0.7%,i,-0.5,20.9%,-0.3%
Cc1cccc(OCCCn2c(CCNC(=O)C3CCCCC3)nc3ccccc32)c1,-70.2%,22.4µM*,?,?,-2.5%,·,·,-0.2%,·

The results go on.
molecule,HepG2 tox,TGFb SMAD3 inh,Nrf2 inh,A549 viability,Nrf2 ARE act,pAkt inh,CCT modulator,Abeta yeast res,MmCpn inh
CCOCCCNC(=O)c1ccc2c(c1)N(CC)C(=O)c1ccccc1S2=O (centres undefined),1.4%,0.0%,-20.6%,-5.1%,0.4%,i,-0.1,-13.4%,0.9%
COc1ccc(CNC(=O)C(C)N(Cc2ccccc2OC)C(=O)c2snc(C(N)=O)c2N)cc1 (centres undefined),-28.4%,4.7%,-2.9%,-11.4%,-1.1%,i,-1.5,3.3%,1.1%
O=c1c(=Nc2ccccc2O)c(=O)c2ccccc12,-9.7%,1.4%,?,-4.6%,?,i,1.2,-16.7%,-7.0%
c1csc(-c2nn3c(Cn4nnc5ccccc54)nnc3s2)c1,1.6%,-14.0%,·,-0.7%,0.9%,·,0.0,-2.0%,2.6%
O=C(O)C(Cc1ccc(Cl)cc1)NS(=O)(=O)c1ccc(Cl)cc1 (centres undefined),2.9%,6.5%,2.3%,2.1%,-0.1%,i,-1.5,2.5%,-0.5%
Cc1ccc2nc(-c3ccccc3)cc(C(=O)N(C)CC(=O)Nc3ccccc3Br)c2c1,-11.3%,5.2%,4.3%,-8.6%,2.4%,i,-1.7,6.2%,?
CC1CN(Cc2ccccc2)c2ccccc2NC1=S (centres undefined),-8.5%,-7.5%,-10.0%,15.4%,-1.3%,i,0.3,-36.0%[inhibitor],-1.6%
COc1ccc(-c2nnc(SCC(=O)c3cc(C)n(Cc4cccs4)c3C)o2)cc1,3.9%,-2.2%,7.1%,-0.1%,-0.1%,i,-1.4,-11.1%,-5.1%
CCn1c(C(=O)NCc2ccc(F)cc2)cc2oc3ccccc3c21,-26.0%,?,?,0.4%,5.4%,·,·,-12.5%,·
Cc1ccc(S(=O)(=O)N2C(=O)C(c3ccccc3)SC2=Nc2ccccc2)cc1 (centres undefined),-0.1%,3.5%,22.4%,-2.2%,1.7%,i,-2.9,5.5%,-2.9%
Cc1cc(NC(=O)c2cccc(S(=O)(=O)N3CCCCC3)c2)no1,-4.6%,-12.0%,-8.0%,0.5%,-0.7%,i,0.2,-5.3%,2.9%
C/C=C(/CCC1NCCc2c1[nH]c1ccccc21)[Si](C)(C)C (centres undefined),-95.4%,?,-4.8%,-8.1%,4.5%,i,1.2,8.6%,·

(continued)
molecule,HepG2 tox,TGFb SMAD3 inh,Nrf2 inh,A549 viability,Nrf2 ARE act,pAkt inh,CCT modulator,Abeta yeast res,MmCpn inh
CCN(/C=N/S(=O)(=O)c1ccc(Cl)cc1)CC,5.0%,3.2%,10.9%,-9.6%,0.7%,i,-0.5,-7.5%,1.6%
Cc1cccc(C(=O)N2c3nc(-c4ccco4)nn3C3(CCCCC3)[C@@H]3CCCC[C@@H]32)c1,-10.4%,-14.8%,-10.5%,-11.5%,4.1%,·,·,-5.4%,·
COc1ccc2oc(C(=O)OCC(=O)N3CCC(C)CC3)c(C)c2c1,8.5%,0.6%,-10.5%,-2.9%,-0.6%,i,-2.1,-10.8%,-3.3%
COc1ccc(S(=O)(=O)N(C)C[C@H]2Oc3ccc(NC(=O)Nc4ccc5c(c4)OCO5)cc3CC(=O)N([C@@H](C)CO)C[C@@H]2C)cc1,0.8%,?,-12.9%,1.4%,-0.4%,i,1.7,9.5%,2.3%
N/C(Cn1cncn1)=N\NC(=O)C(=O)Nc1cccc(C(F)(F)F)c1,-1.2%,-20.7%,18.9%,-0.9%,16.4%,i,1.6,0.6%,-0.9%
COc1ccc(-c2noc(CN(C)C(=O)c3ccc4c(c3)OCO4)n2)cc1OC,2.2%,2.2%,4.2%,-0.9%,2.0%,i,-2.4,-16.4%,0.8%
COc1ccccc1N(Cc1ccccc1)S(=O)(=O)c1cccc(C(=O)N2CCCCC2)c1,-1.5%,?,-29.1%,2.4%,-0.5%,i,0.9,-13.1%,-0.9%
CC1(Cc2cccc(C(F)(F)F)c2)C(=O)Nc2ccc(-c3ccc(F)c(Cl)c3)cc21 (centres undefined),10µM*,10µM*,·,·,-3.0%,i,1.1,8.3%,·
COc1ccc(NC(=O)C2(C)Cc3c(-c4ccc(N(C)C)cc4)ccnc3O2)cn1 (centres undefined),7.0%,5.0%,·,·,-0.8%[9.22 µM],i,-1.6,-30.2%,·
O=C(O)c1cccc(-n2cccc2/C=C2\SC(=O)N(Cc3ccccc3F)C2=O)c1,13.5%,-1.0%,-2.7%,-12.2%,0.1%,i,1.1,11.5%,1.1%
CC(C)C(=O)NS(=O)(=O)c1ccc(NS(C)(=O)=O)cc1,-4.4%,2.1%,7.4%,6.2%,0.1%,i,-1.6,-15.3%,3.1%
CC(=O)Nc1cccc(NC(=O)CSc2nn3c(=O)c(C)nnc3s2)c1,22.2%,20.4%,-4.7%,1.8%,0.2%,i,-1.2,-0.4%,1.6%

(continued)
molecule,HepG2 tox,TGFb SMAD3 inh,Nrf2 inh,A549 viability,Nrf2 ARE act,pAkt inh,CCT modulator,Abeta yeast res,MmCpn inh
S=C(NCc1ccc2c(c1)OCO2)NCc1ccco1,0.0%,0.0%,5.9%,4.0%,5.0%,i,1.5,4.2%,-4.1%
COC(=O)c1c(NS(C)(=O)=O)sc2c1CCCC2,-5.0%,-21.4%,2.9%,1.2%,-0.5%,i,0.7,-17.7%,0.6%
CN=C(c1ccc(C)cc1)n1c(=S)nc(-c2ccc(C)cc2)n(C)c1=S,1.4%,18.4%,?,6.8%,7.0%,i,-0.8,4.3%,2.3%
O=C(NCc1ccccn1)c1cc(-c2ccc(Br)cc2)nc2ccccc12,-6.4%,5.6%,8.5%,1.8%,-0.1%,i,-0.9,11.5%,-3.2%
